# Bioassay records deposited in PubChem BioAssay by University of Kansas High Throughput Screening Laboratory.
# Pf apPOL block: Pf-apPOL DNA polymerase inhibition; AID 1794808; Recombinant Pf-apPOL, molecular beacon fluorescence, 1.5 h; actives 0.25% (n = 210,000); inhibition, % at 10 µM
# mHTT CaM bind: disrupts binding of mutant huntingtin to calmodulin | P42858 | AlphaScreen His-mHTT/GST-CaM binding, luminescence | inhibition, % at 15 µM | actives 3.6% (n = 190,000) | AID 1671202;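 also: 0% = both proteins with DMSO and 100% = one protein alone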
# * marks the source's active call; other numbers are inactive results; nt = no result given; & = joins results of further samples. Rule as the data show it: active = inhibition above about 50%; inactive = the rest.
# Every second line gives: Pf apPOL block	mHTT CaM bind
- Cc1ccc(NC(=O)c2ccc(-c3nc4cccnc4n(C)c3=O)cc2)cc1Cl
  0	1
- O=C(O)c1nnn(-c2cccc(Cl)c2)c1-c1ccncc1
  1	-7
- CCCCSCCCNC(=O)CCN1N=C(c2ccc(C)cc2)CCC1=O
  -20	19
- COc1ccccc1Nc1nnc(CC(=O)NC(C)c2ccc(F)cc2)s1 (centres undefined)
  -1	-3
- COc1ccccc1NC(=O)N1CCC2(CC1)NC(=O)c1ccc(Cl)cc1N2
  -8	-5
- C=CCC(N)(CC=C)c1ccncc1
  -4	-3
- Cc1ccc2nc(C(=O)NCc3cc(F)cc(F)c3)cn2c1
  -7	-1
- Nc1nonc1C(=O)NCCNc1ccc([N+](=O)[O-])cc1C(F)(F)F
  -16	0
- CCCC12CN3CC(CCC)(CN(C1)C3c1ccc(OC)c(OC)c1)C2=O (centres undefined)
  -5	-2
- O=C(NCc1ccc(C(F)(F)F)cc1)C1CCN(c2cnc3nccnc3c2)CC1
  0	12
- C=CCNC(=O)c1nnc(N2CCCCC2)c2ccccc12
  -1	3
- CN(C)c1ccc(C(CNC(=O)C2CCCC2)N2CCOCC2)cc1 (centres undefined)
  -7	-3
- CCN1CCN(C(=O)c2cnn(-c3ccc(F)cc3)c2C)CC1
  -1	6
- COc1nccnc1NC1CCN(C(=O)c2sccc2C)CC1
  -3	2
- COc1cccc(-c2sc3ccc(OC)cc3c2-c2cnc(N3CCOCC3)nc2)c1
  -3	-28
- CC(C)OCCCNC(=O)C1CCN(c2nc3cccnc3s2)CC1
  -2	-10
- c1cc2c(cc1CNC1CCCC1)OCO2
  -11	-4
- CCc1ccc(C2=CC(c3cc(Br)ccc3F)n3ncnc3N2)cc1 (centres undefined)
  -4	2
- CCCOc1cccc(C(=O)Nc2cccc(F)c2)c1
  0	-40
- CCCCCC(C)(C)NC(=S)N(C1CCCCC1)C1CCCCC1
  nt	-10
- C#CCN1CC(N(C)CCOC(=O)c2ccc(F)cc2)CS1(=O)=O (centres undefined)
  -4	3
- Cn1cnnc1SCC(=O)n1c2c(c3ccccc31)CCCC2
  -1	13
- CCc1cccc(CC)c1NC(=O)c1ccc2c(c1)OCO2
  -2	0
- CCN(CC)C(=O)C1CCCN(Cc2cccc(OC)c2OC)C1 (centres undefined)
  -14	-2
- COc1cc(/C=C2\C(=O)ON=C2C)cc(Cl)c1OCc1ccc(C)cc1
  0	95*
- Cc1cc(C(=O)N2CCN(C)CC2)ccc1[N+](=O)[O-]
  -2	-4
- CN(C)c1ccc(/C=C(\C#N)c2nn(-c3ccccc3)c(N)c2C#N)cc1[N+](=O)[O-]
  -3	49
- COc1cccc(C(=O)COC(=O)c2cc3cc(Br)cc(OC)c3oc2=O)c1
  -4	4
- COc1ccccc1NC(=O)Nc1nnc(CC(=O)Nc2ccccc2)s1
  0	2
- COc1ccc(C(C)NC(=O)c2c(C)sc3ccn(C)c(=O)c23)cc1 (centres undefined)
  2	8
- O=C1S/C(=C\C=C\c2ccccc2)C(=O)N1CNc1ccc(Cl)cc1
  1	0
- Cc1ccc(CSc2ccc(C(=O)N3CCN(c4ccccn4)CC3)cc2[N+](=O)[O-])cc1
  0	13
- COCCc1nc(C2CCCN(C(=O)c3cccnc3)C2)n[nH]1 (centres undefined)
  -1	0
- C=C(C1CC1)N(Cc1ccccc1)C(=O)c1cccc(F)c1
  -29	nt
- COc1cccc(OCCOc2ccccc2[N+](=O)[O-])c1
  1	-32
- CN(C)c1nc(N)nc(C2CCCN2S(=O)(=O)c2ccc3ccccc3c2)n1 (centres undefined)
  nt	-1
- Cc1ccccc1C(=O)NCc1ccco1
  1	5
- O=C(O)CCNS(=O)(=O)c1ccccc1F
  3	6
- Cc1cc(C)cc(NC(=O)Cn2[nH]c3c(cnc4ccc(Cl)cc43)c2=O)c1
  0	13
- COc1cccc(CNC(=O)c2cnn3c4c(cnc23)CCCCCC4)c1OC
  -1	-6

# Seven records picked at random from the list so far, as already listed:
# Every second line gives: Pf apPOL block	mHTT CaM bind
- COc1cccc(OCCOc2ccccc2[N+](=O)[O-])c1
  1	-32
- Cc1cc(C)cc(NC(=O)Cn2[nH]c3c(cnc4ccc(Cl)cc43)c2=O)c1
  0	13
- COc1ccccc1NC(=O)Nc1nnc(CC(=O)Nc2ccccc2)s1
  0	2
- COCCc1nc(C2CCCN(C(=O)c3cccnc3)C2)n[nH]1 (centres undefined)
  -1	0
- Cc1ccc(CSc2ccc(C(=O)N3CCN(c4ccccn4)CC3)cc2[N+](=O)[O-])cc1
  0	13
- CCc1cccc(CC)c1NC(=O)c1ccc2c(c1)OCO2
  -2	0
- CN(C)c1ccc(/C=C(\C#N)c2nn(-c3ccccc3)c(N)c2C#N)cc1[N+](=O)[O-]
  -3	49

# Next section.
# Every second line gives: Pf apPOL block	mHTT CaM bind
- CC(C(=O)N(C)C)N(C#N)c1nc(Cl)nc(N(C)C)n1 (centres undefined)
  -2	-1
- Cc1cc(C)c(C)c(S(=O)(=O)N2CCC(c3noc(-c4cccc(F)c4)n3)CC2)c1C
  -5	-3
- CC(=O)Nc1ccc2nc(SCC(=O)NC3CCCCC3)sc2c1
  2	-7
- O=C(CC(=O)c1ccccc1O)c1ccc(Cl)cc1
  -14	45
- CCOc1ccc(NC(=O)C(=O)NCCN2CCN(Cc3ccccc3Cl)CC2)cc1
  -6	-5
- COc1ccc(CCCC(=O)NC(C)c2ccccc2)cc1 (centres undefined)
  0	-7
- COc1ccc(C2CC(c3ccc(Br)cc3)=NN2C(=O)CCN2CCCCC2)cc1 (centres undefined)
  -4	44
- COc1cc2c(cc1OC)C(C(=O)NCc1cccnc1)C(c1cccs1)N(C)C2=O (centres undefined)
  -6	-9
- COc1ccc(NC(=O)c2cc3n(n2)C(C(F)(F)F)CC(c2ccc(OC)c(OC)c2)N3)cc1 (centres undefined)
  -1	4
- Cc1ccc(S(=O)(=O)NC(=O)Nc2ccccc2N2CCCCC2)cc1
  5	nt
- CC1CCCC(C)N1c1nn(C)c(=O)[nH]1 (centres undefined)
  -4	nt
- CCN(CC)CCCNC(=O)C1c2ccccc2C(=O)N(CCOC)C1c1ccc(F)cc1 (centres undefined)
  -8	-4
- CCCN1C(=O)Cc2ccccc2C1C(=O)NCc1ccc(OCC)cc1 (centres undefined)
  2	-3
- Cn1c(=O)c([N+](=O)[O-])c(NCC2CCCO2)c2ccccc21 (centres undefined)
  -7	3
- Cn1c(N2CCC(C(=O)NCCCN3CCOCC3)CC2)cc(=O)n(C)c1=O
  -5	22
- COc1ccc2c(c1)CN1C(=O)N(C3CCCC3)S(=O)(=O)CC21 (centres undefined)
  -2	-2
- CC1=NNc2c([N+](=O)[O-])nc(C)n2C1
  nt	-2
- COc1ccc(C(=O)CC2(O)C(=O)Nc3ccccc32)cc1 (centres undefined)
  -10	12
- O=C(NCC1CCN(C(=O)Nc2ccc(F)cc2)CC1)c1ccccc1Cl
  -8	-17
- CCN1C(=O)C(C)(C(=O)NC2CCCCCC2)Oc2cccnc21 (centres undefined)
  -6	-2
- NC(=NC(=S)Nc1ccccc1)N1CCOCC1
  -9	nt
- Cn1c(=O)[nH]c(=O)c2c1ncn2Cc1ccccc1F
  -4	-1
- CC(=O)N=c1sccn1CC(O)c1ccc(Br)cc1 (centres undefined)
  -7	4
- CCOC(=O)N1CCC2(CC1)N=C(c1cc(Cl)ccc1O)CC(c1ccccc1O)N2 (centres undefined)
  -2	100*
- COc1cc(S(=O)(=O)Nc2cnc3ccccc3c2)ccc1Cl
  1	-6
- CCN(CC)S(=O)(=O)c1cc(C(=O)Nc2cccc([N+](=O)[O-])c2)ccc1Cl
  -1	2
- CC1Cn2c(nnc2-c2cccs2)S1 (centres undefined)
  nt	-4
- COc1ccccc1C(=O)N1CCC(c2nc3ccncc3n2C(C)C)C1 (centres undefined)
  -7	-3
- Cc1ccc(NC(=S)NCC2COc3ccccc3O2)cc1 (centres undefined)
  -10	nt
- COc1cc(N)ccc1NC(=O)c1cccs1
  -4	14
- O=C(NCc1nnc(SCC(=O)N2CCc3ccccc32)o1)c1c(F)cccc1Cl
  -5	-2
- Oc1oc(-c2ccc(-c3ccccc3)cc2)nc1C=C1C=Nc2ccccc21
  -5	1
- O=C(CCc1ccccc1)N1CCc2nc3cc[nH]n3c(=O)c2C1
  -1	-5
- Nc1cc(Cl)c(N)cc1Cl
  -14	41
- O=C(NC1CC1)C1CCN(c2nc3ccsc3c(=O)n2Cc2ccc(F)cc2)CC1
  -1	10
- Cc1ccc(C2CN(C(=O)c3cccs3)CC2C(=O)N2CCOCC2)cc1 (centres undefined)
  -4	7
- CSc1nsc(SC)c1NC(=O)N1CCCCC1
  -1	-4
- COc1cccc(/C=C2\C(=O)NN(c3ccc(C)c(Cl)c3)C2=O)c1
  -3	22
- CCC(=O)N1CCN(c2ccc(Oc3ccccc3)cc2)C(=O)C1C (centres undefined)
  -1	0
- O=C(Nc1ccc(N2CCOCC2)cc1)c1ccc2nc(N3C(=O)CCC3=O)sc2c1
  -3	7
- COc1ccc(C(=O)Oc2ccc3c(=O)c(-c4ccc(OC)c(OC)c4)c(C)oc3c2)cc1OC
  2	-2
- N#CC(=Cc1ccc(C(F)(F)F)cc1)c1ccc(Oc2ccc([N+](=O)[O-])cn2)cc1
  6&-1	nt
- CCn1nc(C(=O)Nc2nnc(-c3cccs3)o2)cc1C
  5	-5
- COc1ccc(-c2ccc3ccccc3n2)cc1OC
  -10	nt
- CCSC1=NSC2=NC(=O)/C(=C\c3ccc(OC)c(OC)c3)C(=N)N12
  -3	7
- CC(C)C1(C)N=C(c2ccc3c(c2)OCO3)CC(c2ccccc2O)N1 (centres undefined)
  -4	64*
- CCCCNC(=O)CC1N=C2c3ccccc3N=C(SCc3cccc([N+](=O)[O-])c3)N2C1=O (centres undefined)
  -2	31
- CC(=O)N(Cc1nc2ccccc2c2nc3ccccc3n12)c1ccccc1Br
  6	16
- CC(C)(C)NC(=NCC1CC1)NN
  -1	nt
- COCCN1C(=O)CCC2(CN)CCCC12 (centres undefined)
  -2	0
- Cc1ccc(S(=O)(=O)N2CCc3c2cc([N+](=O)[O-])cc3[N+](=O)[O-])cc1
  0	18
- O=C(Nc1ccc(Cl)cc1Cl)c1cnn2c(C(F)(F)F)cc(-c3ccco3)nc12
  -2	4
- COc1cc(Br)cc2cc(C(=O)OC(C)C(=O)c3ccc(F)cc3)c(=O)oc12 (centres undefined)
  -1	10
- Cc1cc(C)c2c(n1)sc1c(=O)sc(NC(=O)c3ccc(C(F)(F)F)nc3C)nc12
  -12	nt
- O=[N+]([O-])c1cc[n+]([O-])c(Br)c1
  nt	-7
- C[C@]12CC[C@@H]3c4ccc(O)cc4CC[C@H]3[C@@H]1CCC2=O
  0	nt
- CC(=NN=C1NC(=O)CS1)c1ccc(Cl)s1
  7	nt
- NNC(=O)c1cc(-c2ccc([N+](=O)[O-])cc2)nc2ccccc12
  -3	8
- CN(C)CC1Cc2ccccc2O1 (centres undefined)
  4	4
- Cc1ccc(CN2CCc3nc(N4CCN(c5ccccc5)CC4)ncc3C2)cc1
  3	28

# More entries.
# Every second line gives: Pf apPOL block	mHTT CaM bind
- CNC(=O)C1CN(C(=O)Cc2c[nH]c3ccccc23)CC12CCCC2 (centres undefined)
  2	-2
- O=C(Nc1ccc(F)c(F)c1)C(NS(=O)(=O)c1cccs1)c1ccccc1 (centres undefined)
  -1	-2
- CCc1cccc(N=c2oc3c(C)ncc(CO)c3cc2C(=O)Nc2cc(OC)cc(OC)c2)c1
  0	0
- CCOc1ccc(C2C3=C(CCCC3=O)Nc3nc(SC)nn32)cc1OC (centres undefined)
  0	-9
- CCc1ccc(S(=O)(=O)Nc2ccc(CC(=O)NCc3cccs3)cc2)s1
  -5	-16
- COc1ccc(-c2n[nH]c(=S)n2-c2ccccc2Cl)cc1
  4&-6	nt
- O=C(c1ccc(Cl)cc1)c1cc([N+](=O)[O-])ccc1N1CCOCC1
  -4	2
- O=C(Nc1ccc(N2CCOCC2)c(Br)c1)c1ccc(F)cc1
  -14	-2
- CCc1c(C)c(C#N)c2nc3ccccc3n2c1-n1ccnc1C
  -2	5
- CCc1ccccc1NC(=O)COc1ccccc1C(=O)Nc1cccnc1
  -6	-1
- CCC1SC2=NCN(c3ccccc3)CN2C1=O (centres undefined)
  0	-4
- O=C(CSCc1cccc(CSCC(=O)Nc2ccccc2)n1)Nc1ccccc1
  -16	2
- CCN1CCN(c2cc(-c3nc(-c4ccccc4)no3)c3ccccc3n2)CC1
  -3	66*
- CCCC1CCC2(CC1)CC[C@@H]2OC(=S)Nc1ccccc1Cl (some centres undefined)
  -7	-27
- O=C1CCN(Cc2cccnc2)CCN1[C@H](CO)Cc1ccccc1
  -8	-3
- O=C1C(Nc2ccccc2)=CC(c2ccccc2[N+](=O)[O-])N1c1ccccc1 (centres undefined)
  1	66*
- O=C(COc1ccc(Br)cc1Br)Nc1ccccc1F
  -3	-12
- CCSc1nnc(NC(=O)c2c(-c3c(Cl)cccc3Cl)noc2C)s1
  3	-7
- CCCCc1ccc(NS(=O)(=O)CC23CCC(CC2=O)C3(C)C)cc1 (centres undefined)
  -5	-30
- O=c1[nH]c2cc([N+](=O)[O-])ccc2nc1Cc1ccc(Cl)c([N+](=O)[O-])c1
  -4	10
- CCN(CC)c1ncc2c(n1)CCC(C(=O)N(C)c1ccc(C)c(C)c1)C2 (centres undefined)
  -1	26
- O=C1OC(c2ccccc2Br)=N/C1=C/c1cccc2ccccc12
  nt	-4
- CNC(=O)C1CN(C(=O)NCCc2ccccc2)CC12CCCC2 (centres undefined)
  -6	-2
- O=C(Cc1ccc(Cl)cc1)n1cc(Cl)cn1
  -5	3
- c1ccc(CN2CCOCC2)cc1
  0	-5
- Cc1ccsc1CN1CCN(c2ccc(F)cc2)CC1
  -10	4

# Taken from above:
# In mHTT CaM bind, CNC(=O)C1CN(C(=O)NCCc2ccccc2)CC12CCCC2 (centres undefined) has -2
# In Pf apPOL block, Cc1ccsc1CN1CCN(c2ccc(F)cc2)CC1 has -10
